# TAAR1 antagonist: human TAAR1 antagonism. inhibition, % at 3 µM. CHO RD-HGA16 TAAR1, Fluo-8 calcium fluorescence, antagonist. actives 1.5% (n = 360,000). AID 624466. Q96RJ0;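 active means inhibition above a per-plate cutoff, the mean inhibition of test compounds on that plate plus 3 SD, cut at about 49% in these data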;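 further: 0% = DMSO plus EC80 beta-PEA response and 100% = DMSO alone without agonist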
# Target sequence (Q96RJ0 whole entry, looked up): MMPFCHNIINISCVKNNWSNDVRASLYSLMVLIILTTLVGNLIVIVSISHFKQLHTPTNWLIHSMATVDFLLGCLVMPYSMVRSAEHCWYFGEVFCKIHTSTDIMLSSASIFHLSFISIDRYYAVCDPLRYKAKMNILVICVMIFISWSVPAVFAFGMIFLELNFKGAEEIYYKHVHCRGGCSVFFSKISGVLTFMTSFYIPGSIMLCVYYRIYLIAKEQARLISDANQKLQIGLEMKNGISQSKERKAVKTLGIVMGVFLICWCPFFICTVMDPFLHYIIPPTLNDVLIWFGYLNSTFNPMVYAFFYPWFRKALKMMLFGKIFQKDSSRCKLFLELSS
#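 Test system – hTAAR1-expressing CHO RD-HGA16 cells, Gα16-coupled · Also added – β-PEA at EC80 concentration, post-compound challenge · Compound – 3 µM, single point · Incubation – dye loading 75 min at 37 °C, then 30 min room temperature · Measured by – Fluo-8 intracellular calcium dye fluorescence, real-time kinetic reads · Benchmarks – vehicle and agonist controls · Replicates – singlicate, one well per test compound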
# * = called active by the depositor.
SMILES,TAAR1 antagonist
COc1ccc(N2C(=O)c3[nH]nc(-c4ccccc4)c3C2c2ccc(Br)cc2)cc1 (stereo unspecified),-7
Cc1cc(N2CCN(C(=O)OC(C)(C)C)C[C@H]2C)ccc1N1CCN(Cc2ccccc2)[C@H](C)C1,8
Nc1[nH]c(C(=O)c2ccccc2)c(-c2cccnc2)c1C(=O)c1ccccc1,-2
Cc1cccc(C)c1NC(=O)C(CCc1ccccc1)N1CCC(c2ccccc2)CC1 (stereo unspecified),37
Cc1cccc(C)c1N1C(=O)c2ccccc2NC(=O)C1C(=O)NCc1ccco1 (stereo unspecified),-23
C[C@H](O)[C@@H]1C(=O)N2CCc3c([nH]c4c(-c5ccccc5)cccc34)[C@@H]2C[C@@H]1N(C)C(=O)NC1CCCCC1,-2
COc1ccc2cc(C3CC=C(COC(C)=O)CN3S(=O)(=O)c3ccccc3[N+](=O)[O-])n(C(=O)OC(C)(C)C)c2c1 (stereo unspecified),-16
CCOC(=O)N(C)[C@H]1C[C@H]2c3cc(-c4ccccc4C)ccc3CCN2C[C@H]1[C@H](C)O,-2
COc1ccccc1Cc1c(-c2ccccc2)nc2ccc(C)cn12,-3
Cc1ccccc1C(=O)N[C@H](C(=O)N1CCC[C@H]1C(=O)NCCc1ccccc1Cl)C1CCCCC1,24
CO[C@H]1CN(C)C(=O)c2cc(NC(=O)c3ccccc3)ccc2OC[C@H](C)NC[C@@H]1C,1
CCCCCNC(=O)C(c1ccc(OC)cc1)n1c(=O)c(-c2ccco2)nc2ccccc21 (stereo unspecified),-17
CC(C)[C@H](NC(=O)C1CCCC1)C(=O)N1CCC[C@H]1C(=O)NCCc1ccccc1Cl,75*
O=C(C(=O)N1CCC(Cc2ccccc2)CC1)c1ccccc1Br,30
O=C(NC1CCCCC1)C(C1CC1)n1c(=O)c(-c2cc3ccccc3[nH]2)nc2ccccc21 (stereo unspecified),-23
CC(C(=O)NCc1ccccc1)n1c(Cc2cc(F)cc(F)c2)nc2ccccc21 (stereo unspecified),-2
CCc1c(Cc2cccc(F)c2)ncn1CCc1ccccc1OC,-18
CCOc1cc(OCC)cc(C(=O)N2CCC[C@@H]2C(=O)N2CCC[C@@H]2C(=O)NCc2cccc(OC)c2)c1,-10
CC(C)CCN1C(=O)CSCC1(C)C(=O)NC(C)C (stereo unspecified),-11
COCCNC(=O)C1C(=O)Nc2ccccc2C(=O)N1Cc1ccccc1 (stereo unspecified),2

# Rewritten bar-delimited: entries from further up
Compound | TAAR1 antagonist
CCCCCNC(=O)C(c1ccc(OC)cc1)n1c(=O)c(-c2ccco2)nc2ccccc21 (stereo unspecified) | -17
CC(C)[C@H](NC(=O)C1CCCC1)C(=O)N1CCC[C@H]1C(=O)NCCc1ccccc1Cl | 75*
O=C(C(=O)N1CCC(Cc2ccccc2)CC1)c1ccccc1Br | 30

# 7 entries picked at random from the list so far:
SMILES,TAAR1 antagonist
Cc1ccccc1C(=O)N[C@H](C(=O)N1CCC[C@H]1C(=O)NCCc1ccccc1Cl)C1CCCCC1,24
COCCNC(=O)C1C(=O)Nc2ccccc2C(=O)N1Cc1ccccc1 (stereo unspecified),2
O=C(NC1CCCCC1)C(C1CC1)n1c(=O)c(-c2cc3ccccc3[nH]2)nc2ccccc21 (stereo unspecified),-23
CC(C)CCN1C(=O)CSCC1(C)C(=O)NC(C)C (stereo unspecified),-11
CCCCCNC(=O)C(c1ccc(OC)cc1)n1c(=O)c(-c2ccco2)nc2ccccc21 (stereo unspecified),-17
CCc1c(Cc2cccc(F)c2)ncn1CCc1ccccc1OC,-18
CC(C)[C@H](NC(=O)C1CCCC1)C(=O)N1CCC[C@H]1C(=O)NCCc1ccccc1Cl,75*

# The list continues:
SMILES,TAAR1 antagonist
CCOC1=C2CN(S(=O)(=O)c3ccc(C)cc3)C(c3ccccc3)CC2N(S(=O)(=O)c2ccc(C)cc2)C(c2ccc(Br)cc2)C1 (stereo unspecified),-20
O=c1c(-c2ccccc2)nc2ccccc2n1C(c1ccccc1)c1nc2ccccc2[nH]1 (stereo unspecified),-71
COC(=O)C1=C(C)N(Cc2ccccc2C(F)(F)F)C(=NCc2ccc(C(F)(F)F)cc2)NC1c1cccc(C(F)(F)F)c1 (stereo unspecified),-20
CN(Cc1ccc(Cl)c(Cl)c1)C(C(=O)NCc1ccccc1)c1ccco1 (stereo unspecified),-15
COc1ccccc1-c1ccc2c(c1)[C@@H]1C[C@H]3[C@@H](CN1CC2)[C@H](C)ON3C,-16
C[C@H](NC(=O)C[C@@H]1C=C[C@@H](NC(=O)CN2CCOCC2)[C@@H](CO)O1)c1ccccc1,-5
O=C(C[C@H]1C=C[C@@H](NC(=O)Cc2cccnc2)[C@@H](CO)O1)NCc1ccc2c(c1)OCO2,-4
CCCCc1c(-c2ccccc2OC)ncn1C1CCCCC1,-26
COc1ccccc1C(=O)N1CCC2CCNC2C1 (stereo unspecified),-5
COC(=O)N1C[C@H](OCCCOCc2ccccc2)[C@H]2C[C@@H]1c1ccccc1O2,-19
O=C(NC1CCCCC1)C(c1ccc(-c2ccccc2)cc1)n1c(=O)c(-c2ccco2)nc2ccccc21 (stereo unspecified),-16
COc1ccc(S(=O)(=O)N2CCCc3nc(-c4ccc(F)cc4)ccc32)cc1,12
COc1ccc(NC(=O)N(C)[C@H]2C[C@H]3c4[nH]c5c(-c6ccccc6)cccc5c4CCN3C(=O)[C@H]2[C@H](C)O)cc1,69*
CCCCCn1c(C)c(CC(=O)Nc2ccc(Oc3cccnc3)c(C)c2)c2ccccc21,9
O=S1(=O)N[C@H](Cc2ccccc2)COc2cccc(NCCO)c21,11
COc1cccc(C(C(=O)NCc2ccccc2)N2CCN(CCN3CCOCC3)CC2)c1OC (stereo unspecified),-22
O=S1(=O)CCSC[C@@H](CN2CCOCC2)N1,-5
COC(=O)C1=C(C)N(C)C(=NCc2ccc3c(c2)OCO3)NC1c1ccccc1 (stereo unspecified),-7
COC(=O)C1(F)C(=O)NC(=O)NC1OC (stereo unspecified),-17
COC(=O)C1=C(C)N(Cc2ccccc2C(F)(F)F)C(=NCc2cc(OC)c(OC)c(OC)c2)NC1c1cccc(Cl)c1 (stereo unspecified),1
O=C1Nc2ccccc2-c2nnnn2C1N1CCCC1 (stereo unspecified),-8
Nc1ccc2ccc(N)cc2c1,-3
Cc1ccc(-c2nc3c(C)cc(Br)cn3c2Cc2ccccc2C(F)(F)F)cc1,5
O=C(NCc1ccccc1)C1C(=O)Nc2ccccc2C(=O)N1Cc1ccccc1 (stereo unspecified),-3
COC(=O)C1=C(C)N(CC(C)C)C(=S)NC1c1cccc(F)c1 (stereo unspecified),25
Cc1ccccc1S(=O)(=O)N1C[C@@H]2C(C(=O)C[C@@H]3C(=O)N(C)C(=O)[C@@H]32)[C@@H]1c1ccc(Cl)cc1 (stereo partly specified),-29
CCOC(=O)[C@]12CCCC=C1N(CCc1ccc(OC)c(OC)c1)C(=O)[C@H](CC(=O)NCCCCc1ccccc1)C2,5
CCC(C(=O)NC1CCCC1)n1c(-c2cc3ccccc3[nH]2)nc2ccccc21 (stereo unspecified),3
O=C(C(=O)N1CCC(c2ccccc2)CC1)c1ccccc1,-1
COc1ccc(N2CCN(C(=O)C(=O)c3ccc(F)cc3)CC2)cc1,-1
Cc1[nH]c2ccccc2c1CC(=O)Nc1ccc(Nc2cccnc2)c(-c2ccc(C(C)(C)C)cc2)c1,-9
O=C(N[C@H](Cc1ccccc1)C(=O)NCC1CCCCC1)[C@H]1O[C@@H](n2ccc(=O)[nH]c2=O)[C@H](O)[C@@H]1O,-13
COc1ccc(CN2C(=O)CN(S(C)(=O)=O)CC2(C)C(=O)Nc2ccc3c(c2)OCCO3)cc1OC (stereo unspecified),-10
CC(C)(C)NC(=O)C1C(c2ccccc2)=Nc2ccccc2N1C(=O)c1ccc(C(F)(F)F)cc1 (stereo unspecified),-33
C[C@H](O)[C@@H]1CN2CCc3ccc(-c4ccc5c(c4)OCO5)cc3[C@@H]2C[C@@H]1N(C)C(=O)NC1CCCCC1,-21
FC(F)(F)c1cccc(-c2nc3ccccc3n2C(c2ccccc2)c2nc3ccccc3[nH]2)c1 (stereo unspecified),18
COC(=O)[C@@]12C[C@@H](CC(=O)N3CCCC3)C(=O)N(Cc3ccco3)C1=CCC(C)(C)C2,-1
N#Cc1ccc(S(=O)(=O)NCC2CCN(C(=O)C(=O)c3cc4ccccc4o3)CC2)cc1,-8
CC(C)NC(=O)C1(C)CSCC(=O)N1Cc1cccc(C(F)(F)F)c1 (stereo unspecified),-4
COc1cc(CC(=O)N2c3ccccc3N=C(c3ccccc3)C2C(=O)NCc2ccccc2)cc(OC)c1 (stereo unspecified),-18
COc1cc([N+](=O)[O-])c(OC)cc1Nc1ccccc1C(=O)O,-52
COc1ccc(CNC(=O)C[C@@H]2C=C[C@@H](NS(=O)(=O)c3cccc(OC)c3)[C@@H](CO)O2)cc1,-28
CN1C(=O)[C@@]2(O[C@H]3C=CC=CN3C3=C2C(=O)CCC3)c2cccc(Br)c21,-19
CCN1C(=O)N[C@@H]2C[C@H](C(=O)N3CCCC3)[C@H](C)[C@H](c3ccccc3)C[C@@H]21,6
O=C(NC(CC1=CCCCC1)c1ccccc1)C(F)(F)F (stereo unspecified),3
COCc1cn(CC[C@@H]2CC[C@@H](NC(=O)Nc3ccc4c(c3)OCO4)[C@@H](CO)O2)nn1,-3
COC(=O)[C@]12C[C@H](CC(=O)NCCC(C)C)C(=O)N(Cc3ccccc3)C1=C[C@H](C(C)C)O[C@@H]2C1CC1,-17
CCCCNc1cccc2c1S(=O)(=O)N[C@@H](CC(C)C)CO2,-13
C[C@]12Cc3ccccc3C1CC1=N[C@@H](C3CCCCC3)O[C@@]13C[C@@H]2C(=O)N3C1CCN(Cc2ccccc2)CC1 (stereo partly specified),-42
COC(=O)C1=C(C)N(Cc2ccccc2C(F)(F)F)C(=NCc2ccc3c(c2)OCO3)NC1c1ccc(F)cc1 (stereo unspecified),-3
C=CCN1C(=O)c2[nH]nc(-c3ccccc3)c2C1c1ccc(C)cc1 (stereo unspecified),-25
CC(C)[C@H](NC(=O)OC(C)(C)C)c1cc(C(=O)NCCc2c[nH]c3ccccc23)c(N)s1,14
CCOC(=O)C1=CCN(S(=O)(=O)c2ccc(Cl)cc2)C1c1ccc(Br)cc1 (stereo unspecified),5
Cc1ccc(S(=O)(=O)N2[C@@H](Cc3ccccc3)CO[C@H]2CC(=O)c2ccc(F)cc2)cc1,-2
CC[C@H](C)[C@H]1CNC(=O)C(=O)N1CC1CCN(CCc2ccc(OC)c(OC)c2)CC1,9
C#CCNC(=O)C[C@H]1C[C@@]2(C(=O)OC)C(=C[C@H](COCc3ccccc3)O[C@@H]2C)N(Cc2ccc3c(c2)OCO3)C1=O,-21
CN1OC[C@@H]2CN[C@H](c3ccc(N4CCCCC4)cc3)C[C@@H]21,-14
Cc1ccccc1-c1ccc2c(c1)[C@@H]1C[C@H]3[C@@H](CN1CC2)[C@H](C)ON3C,-35
CC(C)NC(=O)C1(C)CSCC(=O)N1CC(F)(F)F (stereo unspecified),-8
C[C@H]1[C@H](c2ccccc2)Oc2cccc(NCCc3ccccc3)c2S(=O)(=O)N1Cc1cccc(Cl)c1,1

# (listing goes on)
SMILES,TAAR1 antagonist
O=C(Nc1ccc(F)cc1)C(c1cc2ccccc2o1)N1CCN(c2cccc(C(F)(F)F)n2)CC1 (stereo unspecified),-11
O=C(NC1CCCCC1)C(c1ccc(C(F)(F)F)cc1)n1c(=O)c(-c2ccco2)nc2ccccc21 (stereo unspecified),-12
CCCN1CCCCC(NC(=O)OC(C)(C)C)C1=O (stereo unspecified),1
Fc1ccc2cnc(-c3ccsc3)cc2c1,-19
CC(C)(C)c1ccc(S(=O)(=O)NCC2CCN(C(=O)C(=O)c3cccs3)CC2)cc1,31
CC(C)(C)NC(=O)C(c1ccccc1)n1c(=O)c(-c2ccco2)nc2ccccc21 (stereo unspecified),1
CC(C)[C@H](NC(=O)OC(C)(C)C)c1cc(C(=O)N(C)CCN(C)C)c(N)s1,-7
C[C@@H]1COc2cc(N3CCCC3)ccc2S(=O)(=O)N1,27
C[C@H]1Cn2cnc(C(=O)N3CCN(c4ccccc4)CC3)c2C(=O)N1,5
C[C@@H](CO)NC(=O)c1[nH]cnc1C(=O)Nc1ccccc1,-7
O=C(Cc1c[nH]c2ccccc12)Nc1ccc(Nc2cccnc2)c(-c2ccc(OC(F)(F)F)cc2)c1,44
CCOC(=O)[C@]12CCCC=C1N(CCC1=CCCCC1)C(=O)[C@H](CC(=O)N1CCN(C(=O)C3CC3)CC1)C2,-24
Cc1ccccc1S(=O)(=O)N1C(c2ccc(Cl)c(Cl)c2)CC=C(C(=O)O)C1c1cccc(Br)c1 (stereo unspecified),21
CCc1cc2c(nc1CC)CCCN2S(=O)(=O)c1ccccc1C,-34
COc1ccc(N2C(=O)c3ccccc3NC(=O)C2C(=O)Nc2ccc(N3CCOCC3)cc2)cc1 (stereo unspecified),1
COCc1cn(CC(C)n2c(=O)c3ccccc3n2Cc2cc(C(C)C)no2)nn1 (stereo unspecified),-4
C[C@@H]1C=CCCO[C@]12C(=O)N(Cc1ccc(F)cc1)c1ccccc12,-12

# Screening data: PubChem BioAssay, The Scripps Research Institute Molecular Screening Center

# Some of the compounds tested; the hit share may differ from the screen's.
